EZH2 inh: EZH2/PRC2 methyltransferase inhibitors, primary screen, biochemical, DELFIA time-resolved fluorescence, single point; PRC2 H3K27 methylation, DELFIA TRF, 1 h; inhibition, % at 12.5 µM; 57,000 tested, 0.35% active;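 active means mean inhibition of replicates at least 50% and every single replicate also reaching 50%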;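 further: dimethyl H3K27 on biotinylated H3 21-44 peptide detected by antibody; plate controls were median neutral control wells for no effect and median positive control wells for full effect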
IDH1 mut inh: inhibitors of IDH1 R132H reductase, primary screen, biochemical, plate reader, single point; Isocitrate dehydrogenase [NADP] cytoplasmic (Homo sapiens), O75874; diaphorase/resazurin fluorescence, 60 min; inhibition, % at 10 µM; 70,000 tested, 0.18% active; AID 624101, 2012; in the data active means inhibition above about 34%;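 further: 0% = DMSO and 100% = no enzyme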
Target sequence (O75874 whole entry R132H): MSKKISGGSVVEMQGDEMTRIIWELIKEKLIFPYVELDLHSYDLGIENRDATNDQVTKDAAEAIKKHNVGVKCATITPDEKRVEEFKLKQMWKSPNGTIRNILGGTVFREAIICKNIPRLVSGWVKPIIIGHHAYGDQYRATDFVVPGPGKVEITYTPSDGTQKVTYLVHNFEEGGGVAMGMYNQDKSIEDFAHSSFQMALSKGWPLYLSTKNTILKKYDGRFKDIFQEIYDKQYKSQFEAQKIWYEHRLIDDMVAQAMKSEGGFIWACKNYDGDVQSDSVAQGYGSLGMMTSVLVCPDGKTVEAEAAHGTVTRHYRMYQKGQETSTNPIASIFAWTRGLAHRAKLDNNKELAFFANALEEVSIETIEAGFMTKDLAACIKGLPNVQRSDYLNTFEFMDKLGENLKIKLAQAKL
* marks the source's active call; other numbers are inactive results; / = no result given.

nr	SMILES	EZH2 inh	IDH1 mut inh
1	O=C(N[C@H]1CC[C@H](CCNC(=O)C2CCCC2)O[C@H]1CO)c1ccncc1	-14	0.6
2	C[C@H]1CN([C@@H](C)CO)C(=O)Cc2cc(NS(=O)(=O)c3ccc(F)cc3)ccc2O[C@H]1CN(C)C(=O)Nc1ccccc1	/	-2.9
3	COc1ccc(S(=O)(=O)Nc2ccc3c(c2)C(=O)N([C@H](C)CO)C[C@@H](C)[C@H](CN(C)S(=O)(=O)c2cccs2)OCCCC[C@@H](C)O3)cc1	/	-0.8
4	COc1ccc2[nH]cc(CCNC(=O)Nc3ccccc3)c2c1	/	0.8
5	C[C@@H]1CN([C@H](C)CO)C(=O)c2cccc(NS(=O)(=O)c3ccc(F)cc3)c2O[C@@H]1CN(C)C	/	3.1
6	CCC(=O)N(C)C[C@@H]1Oc2ncc(C#CCC(C)C)cc2C(=O)N([C@H](C)CO)C[C@@H]1C	-5	0.6
7	c1ccc2c(Cc3c[nH]c4ccccc34)c[nH]c2c1	/	0.3
8	C[C@@H]1CN([C@@H](C)CO)C(=O)c2cccc(NS(=O)(=O)c3cn(C)cn3)c2O[C@H]1CN(C)Cc1ccncc1	7	-0.8
9	C[C@@H]1CCCCO[C@H](CN(C)C(=O)NC2CCCCC2)[C@@H](C)CN([C@H](C)CO)C(=O)c2cc(NS(C)(=O)=O)ccc2O1	/	0.5
10	O=C(Nc1ccc2c(c1)[C@@H]1C[C@@H](CC(=O)N3CCc4ccccc4C3)O[C@@H](CO)[C@@H]1O2)c1ccc2c(c1)OCO2	-5	0.0
11	CCCC(=O)Nc1ccc2c(c1)C(=O)N(C)C[C@@H](OC)[C@@H](C)CN(C(=O)c1ccccc1F)[C@H](C)CO2	4	-0.2
12	Cc1noc(C)c1S(=O)(=O)Nc1ccc2c(c1)C(=O)N([C@@H](C)CO)C[C@@H](C)[C@@H](CN(C)C(=O)NC(C)C)O2	/	-0.3
13	Cn1cnc(S(=O)(=O)N[C@@H]2CC[C@@H](CC(=O)NCC3CCCCC3)O[C@@H]2CO)c1	10	0.3
14	C[C@@H]1CN([C@H](C)CO)C(=O)CCCn2nncc2CO[C@@H]1CN(C)CC1CCCCC1	-6	1.4
15	C[C@@H]1CN([C@@H](C)CO)C(=O)c2cc(NC(=O)CCCN(C)C)ccc2O[C@H]1CN(C)C(=O)Nc1cccc2ccccc12	4	-0.4
16	COc1ccccc1NC(=O)N[C@@H]1C=C[C@H](CC(=O)N[C@H](C)c2ccccc2)O[C@H]1CO	-2	0.0

Reprinted, entries 7–16
nr	SMILES	EZH2 inh	IDH1 mut inh
7	c1ccc2c(Cc3c[nH]c4ccccc34)c[nH]c2c1	/	0.3
8	C[C@@H]1CN([C@@H](C)CO)C(=O)c2cccc(NS(=O)(=O)c3cn(C)cn3)c2O[C@H]1CN(C)Cc1ccncc1	7	-0.8
9	C[C@@H]1CCCCO[C@H](CN(C)C(=O)NC2CCCCC2)[C@@H](C)CN([C@H](C)CO)C(=O)c2cc(NS(C)(=O)=O)ccc2O1	/	0.5
10	O=C(Nc1ccc2c(c1)[C@@H]1C[C@@H](CC(=O)N3CCc4ccccc4C3)O[C@@H](CO)[C@@H]1O2)c1ccc2c(c1)OCO2	-5	0.0
11	CCCC(=O)Nc1ccc2c(c1)C(=O)N(C)C[C@@H](OC)[C@@H](C)CN(C(=O)c1ccccc1F)[C@H](C)CO2	4	-0.2
12	Cc1noc(C)c1S(=O)(=O)Nc1ccc2c(c1)C(=O)N([C@@H](C)CO)C[C@@H](C)[C@@H](CN(C)C(=O)NC(C)C)O2	/	-0.3
13	Cn1cnc(S(=O)(=O)N[C@@H]2CC[C@@H](CC(=O)NCC3CCCCC3)O[C@@H]2CO)c1	10	0.3
14	C[C@@H]1CN([C@H](C)CO)C(=O)CCCn2nncc2CO[C@@H]1CN(C)CC1CCCCC1	-6	1.4
15	C[C@@H]1CN([C@@H](C)CO)C(=O)c2cc(NC(=O)CCCN(C)C)ccc2O[C@H]1CN(C)C(=O)Nc1cccc2ccccc12	4	-0.4
16	COc1ccccc1NC(=O)N[C@@H]1C=C[C@H](CC(=O)N[C@H](C)c2ccccc2)O[C@H]1CO	-2	0.0

Later entries
nr	SMILES	EZH2 inh	IDH1 mut inh
17	Cc1cc(I)cnc1NC(=S)NC(=O)c1ccco1	/	2.3
18	O=C(C[C@H]1CC[C@@H](NC(=O)Cc2cccnc2)[C@H](CO)O1)Nc1ccc(-c2ccccc2)cc1	-22	-0.1
19	CCCc1cc2c(-c3ccccc3)cc(=O)oc2cc1OCc1ccc(C(=O)O)o1	45	2.7
20	O=C(CCO[C@@H]1O[C@H](CO)[C@@H](O)[C@H](O)[C@H]1O)c1ccc(O)cc1	/	0.4
21	C[C@@H](O)C#Cc1cnc2c(c1)C(=O)N([C@@H](C)CO)C[C@H](C)[C@@H](CN(C)Cc1ccccn1)O2	-8	/
22	C[C@H]1CN([C@@H](C)CO)C(=O)Cc2cc(NC(=O)Nc3ccc(F)cc3)ccc2O[C@@H]1CN(C)Cc1ccc(C(F)(F)F)cc1	/	-2.9
23	C[C@H]1CN([C@@H](C)CO)C(=O)c2cccc(NC(=O)NC3CCCCC3)c2O[C@H]1CN(C)Cc1ccccc1	-5	-12
24	O=C(C[C@@H]1C[C@H]2c3cc(NC(=O)c4cccnc4)ccc3O[C@H]2[C@@H](CO)O1)NCc1ccc(Oc2ccccc2)cc1	-15	0.5
25	CCCC#Cc1ccc2c(c1)O[C@@H](CN(C)C(=O)c1cnccn1)[C@H](C)CN([C@H](C)CO)S2(=O)=O	/	0.2
26	C[C@@H]1CN([C@@H](C)CO)C(=O)c2cc(NC(=O)C3CCCCC3)ccc2O[C@@H]1CN(C)Cc1ccc(C(=O)Nc2ccccc2N)cc1	0	/
27	Cc1noc(C)c1S(=O)(=O)Nc1ccc2c(c1)C(=O)N([C@@H](C)CO)C[C@@H](C)[C@@H](CN(C)Cc1ccc3c(c1)OCO3)OCCCC[C@@H](C)O2	/	1.2
28	Cc1noc(C)c1S(=O)(=O)N(C)C[C@@H]1OCCCC[C@H](C)Oc2ccc(NC(=O)NC3CCCCC3)cc2C(=O)N([C@H](C)CO)C[C@@H]1C	/	2.8
29	COc1ccc(NC(=O)Nc2ccc3c(c2)C(=O)N([C@@H](C)CO)C[C@H](C)[C@@H](CN(C)S(=O)(=O)c2ccc(C)cc2)OCCCC[C@@H](C)O3)cc1	/	-0.5
30	C[C@@H]1CN([C@H](C)CO)C(=O)Cc2cc(NC(=O)C3CCCCC3)ccc2O[C@H]1CN(C)S(=O)(=O)c1cn(C)cn1	/	-5.2
31	Cc1ccc(S(=O)(=O)Nc2ccc3c(c2)C(=O)N([C@H](C)CO)C[C@@H](C)[C@H](CN(C)S(C)(=O)=O)O3)cc1	/	-9.4
32	COc1ccc(NC(=O)Nc2ccc3c(c2)C(=O)N([C@@H](C)CO)C[C@H](C)[C@H](CN(C)Cc2ccc(C(=O)Nc4ccccc4N)cc2)O3)cc1	-42	/
33	C[C@H]1CN([C@@H](C)CO)C(=O)Cc2cc(NS(=O)(=O)c3cccs3)ccc2O[C@@H]1CN(C)Cc1ccc(-c2ccccc2)cc1	/	-12
34	C[C@@H]1CN([C@H](C)CO)C(=O)c2cc(NC(=O)Nc3ccc(F)cc3)ccc2O[C@@H]1CN(C)CC1CCCCC1	3	-0.6
35	COc1cccc(C2Nc3cccc4cccc(c34)N2)c1O	-25	1.7
36	CCSc1ncc(Cl)c(C(=O)Nc2nnc(SCc3ccccc3F)s2)n1	44	0.4
37	O=C(C[C@H]1CC[C@H](NC(=O)C2CCC2)[C@@H](CO)O1)NCCCN1CCOCC1	-3	0.3
38	COCCNC(=O)C[C@@H]1C[C@H]2c3cc(NC(=O)NC4CCCC4)ccc3O[C@H]2[C@@H](CO)O1	-4	-0.3
39	O=C(C[C@@H]1CC[C@H](NC(=O)c2ccc3c(c2)OCO3)[C@@H](CO)O1)NC1Cc2ccccc2C1	5	0.1
40	COc1ccc(-c2cnc3c(c2)C(=O)N([C@H](C)CO)C[C@@H](C)[C@@H](CN(C)S(C)(=O)=O)O3)cc1	1	1.8
41	C[C@@H]1CN([C@H](C)CO)C(=O)c2cc(NC(=O)c3ccccc3)ccc2O[C@@H](C)CCCCO[C@@H]1CN(C)C(=O)C1CCCCC1	/	0.8
42	NC(=O)[C@H]1[C@@H]2C(=O)O[C@@H](c3ccccc3)[C@@H](c3ccccc3)N2[C@@H](c2ccc(OCCO)cc2)[C@]12C(=O)Nc1ccc(C#CC3=CCCCC3)cc12	-46	/
43	C[C@@H]1CCCCO[C@H](CN(C)S(=O)(=O)c2ccc(F)cc2)[C@@H](C)CN([C@@H](C)CO)C(=O)c2cc(N(C)C)ccc2O1	-10	/
44	C[C@H]1CN([C@@H](C)CO)C(=O)Cc2cc(NS(C)(=O)=O)ccc2O[C@@H]1CN(C)Cc1ccc(Cl)c(Cl)c1	/	-3.0
45	CC(C)CC#Cc1cnc2c(c1)C(=O)N([C@H](C)CO)C[C@H](C)[C@@H](CN(C)S(=O)(=O)c1ccccc1)O2	/	-0.5
46	Cc1cc(C(=O)O)ccc1NC(=O)CCCC(=O)O	-13	0.2
47	O=C(C[C@@H]1C[C@H]2c3cc(NC(=O)NC4CCCC4)ccc3O[C@H]2[C@H](CO)O1)NCC(F)(F)F	-12	1.1
48	Cc1cc(C)c(OCC(=O)Nc2ccccc2C#N)c(Br)c1	-23	0.1

2 compounds picked at random from the list so far, as already listed:
nr	SMILES	EZH2 inh	IDH1 mut inh
47	O=C(C[C@@H]1C[C@H]2c3cc(NC(=O)NC4CCCC4)ccc3O[C@H]2[C@H](CO)O1)NCC(F)(F)F	-12	1.1
48	Cc1cc(C)c(OCC(=O)Nc2ccccc2C#N)c(Br)c1	-23	0.1

Next part:
#	Molecule	EZH2 inh	IDH1 mut inh
49	COC(=O)c1ccccc1NC(=O)CSc1nccc(C)n1	15	-0.6
50	Cc1noc(C)c1NC(=O)Nc1ccc2c(c1)C(=O)N([C@H](C)CO)C[C@@H](C)[C@H](CN(C)C)O2	/	0.7
51	C[C@H](CO)N1C[C@H](C)[C@@H](CN(C)Cc2ccc3c(c2)OCO3)Oc2ccc(NC(=O)Cc3ccccc3)cc2C1=O	-11	/
52	Cc1noc(C)c1S(=O)(=O)N(C)C[C@H]1OCCCC[C@@H](C)Oc2ccc(NS(=O)(=O)c3ccc(F)cc3)cc2C(=O)N([C@H](C)CO)C[C@@H]1C	/	-1.1
53	Cc1noc(C)c1S(=O)(=O)Nc1ccc2c(c1)C(=O)N([C@@H](C)CO)C[C@@H](C)[C@H](CN(C)C(=O)Nc1ccc(F)cc1)OCCCC[C@@H](C)O2	/	2.2
54	Clc1ccc(Cn2c(/N=C/c3ccc4c(c3)OCO4)nc3ccccc32)cc1	-6	4.9
55	C[C@H](CO)N1C[C@H](C)[C@H](CN(C)C(=O)C2CCCCC2)Oc2cc(-c3ccc(C(=O)N(C)C)cc3)ccc2S1(=O)=O	23	/
56	O=C(Nc1ccccc1C(=O)NCC1CCCO1)c1ccco1 (stereo not drawn)	6	0.4
57	CN(C)C(=O)C[C@H]1C=C[C@@H](NS(=O)(=O)c2ccccc2)[C@@H](CO)O1	0	0.1
58	C[C@H]1CN([C@@H](C)CO)S(=O)(=O)c2ccc(-c3cccc(C(=O)N(C)C)c3)cc2O[C@@H]1CN(C)C	3	-1.4
59	Cc1noc(C)c1S(=O)(=O)Nc1ccc2c(c1)C(=O)N([C@H](C)CO)C[C@@H](C)[C@H](CN(C)C)OCCCC[C@@H](C)O2	/	2.1
60	C[C@@H]1CN([C@H](C)CO)C(=O)c2cccc(NS(=O)(=O)c3ccc(Cl)cc3)c2O[C@@H]1CN(C)C(=O)Nc1ccc(F)cc1	4	-1.7
61	C[C@H]1CN([C@@H](C)CO)C(=O)c2cc(-c3cccc(F)c3)cnc2O[C@H]1CN(C)C(=O)c1ccccn1	4	-0.4
62	C[C@H](CO)N1C[C@H](C)[C@H](CN(C)Cc2ccc(C(F)(F)F)cc2)Oc2ccc(NS(=O)(=O)c3ccccc3)cc2C1=O	-8	0.0
63	C[C@@H]1CN([C@H](C)CO)C(=O)c2c(c3ccccc3n2C)-c2ccccc2CO[C@H]1CN(C)S(=O)(=O)c1cccs1	-16	/
64	O=C(O)C1CCCCC1C(=O)Nc1ccc(S(=O)(=O)N2CCOCC2)cc1 (stereo not drawn)	12	-0.2
65	C[C@H](NC(=O)C[C@@H]1C[C@@H]2c3cc(NC(=O)NC4CCCCC4)ccc3O[C@@H]2[C@@H](CO)O1)c1ccccc1	-1	-0.1
66	C[C@@H]1CN([C@@H](C)CO)C(=O)c2cc(-c3ccc(C#N)cc3)cnc2O[C@H]1CN(C)C(=O)CC1CC1	-1	-0.5
67	COc1ccc(NC(=O)CSc2nncc3ccccc23)c([N+](=O)[O-])c1	-3	0.1
68	COc1ccc(NC(=O)N(C)C[C@H]2Oc3ncc(C#CCC(C)C)cc3C(=O)N([C@@H](C)CO)C[C@H]2C)cc1	/	-0.1
69	C[C@@H]1CN([C@@H](C)CO)C(=O)Cc2cc(NC(=O)C3CC3)ccc2O[C@H]1CN(C)C(=O)NC1CCCCC1	/	0.5
70	CC(NS(=O)(=O)c1cc(Cl)ccc1Cl)C(=O)Nc1cccc([N+](=O)[O-])c1 (stereo not drawn)	1	0.1
71	Cc1ccc([N+](=O)[O-])cc1NC(=O)C1CCCN(S(=O)(=O)c2ccc(Cl)cc2)C1 (stereo not drawn)	-8	-0.4
72	CCC(=O)N(C)C[C@@H]1Oc2ncc(/C=C/c3ccccc3)cc2C(=O)N([C@@H](C)CO)C[C@@H]1C	/	-0.2
73	C[C@@H]1CN([C@@H](C)CO)C(=O)c2cc(-c3cccc(F)c3)cnc2O[C@H]1CN(C)C(=O)C1CCOCC1	/	-1.1
74	C[C@@H]1CN([C@@H](C)CO)C(=O)c2cc(NC(=O)CCCN(C)C)ccc2O[C@H]1CN(C)S(=O)(=O)c1ccccc1	-17	/

High-throughput results: PubChem BioAssay, Broad Institute

This is a subset. The share of hits here may be higher or lower than overall.
